Compound activity as filed in PubChem BioAssay.
Anthrax LF inh2: anthrax lethal factor protease inhibition. multiplex microsphere protease cleavage assay, LF. inhibition, % at 10 µM. 0.12% of 360,000 active; note: plate controls were buffer without enzyme for full effect and enzyme alone for no effect
Y pestis TopoI: inhibitors of Yersinia pestis topoisomerase I. Y. pestis Topo-I cleavage product accumulation, plate reader. activity, % at 10 µM. 0.064% of 360,000 active. AID 504884; in the data active = activity above about 50%, passing the limit was not always enough; inconclusive = no clear call, values can overlap the other calls; note: inactives centre near 2
BoNT-F LC inh: BoNT F light chain protease inhibition | Multiplex microsphere protease cleavage assay, flow cytometry | inhibition, % at 10 µM | 0.22% of 360,000 active; in the data active = inhibition above about 35%, passing the limit was not always enough; inconclusive = no clear call, values can overlap the other calls; note: plate controls were buffer without enzyme for full effect and enzyme alone for no effect
CCHF vOTU inh: CCHFV vOTU protease inhibition. 0.55% of 370,000 active. AID 651958. inhibition, % at 11.5 µM. Pep-AMC fluorescence; in the data active = inhibition above about 30%; note: 0% = vehicle wells with enzyme and 100% = no enzyme wells
TcdB inh: inhibitors of Clostridioides difficile toxin B glycohydrolase. AID 652162. inhibition, % at 9.99 µM. TcdB glycohydrolase enzymatic assay, plate reader. 0.24% of 350,000 active. P18177; in the data active = inhibition above about 10%
Target sequence (P18177 whole entry, looked up): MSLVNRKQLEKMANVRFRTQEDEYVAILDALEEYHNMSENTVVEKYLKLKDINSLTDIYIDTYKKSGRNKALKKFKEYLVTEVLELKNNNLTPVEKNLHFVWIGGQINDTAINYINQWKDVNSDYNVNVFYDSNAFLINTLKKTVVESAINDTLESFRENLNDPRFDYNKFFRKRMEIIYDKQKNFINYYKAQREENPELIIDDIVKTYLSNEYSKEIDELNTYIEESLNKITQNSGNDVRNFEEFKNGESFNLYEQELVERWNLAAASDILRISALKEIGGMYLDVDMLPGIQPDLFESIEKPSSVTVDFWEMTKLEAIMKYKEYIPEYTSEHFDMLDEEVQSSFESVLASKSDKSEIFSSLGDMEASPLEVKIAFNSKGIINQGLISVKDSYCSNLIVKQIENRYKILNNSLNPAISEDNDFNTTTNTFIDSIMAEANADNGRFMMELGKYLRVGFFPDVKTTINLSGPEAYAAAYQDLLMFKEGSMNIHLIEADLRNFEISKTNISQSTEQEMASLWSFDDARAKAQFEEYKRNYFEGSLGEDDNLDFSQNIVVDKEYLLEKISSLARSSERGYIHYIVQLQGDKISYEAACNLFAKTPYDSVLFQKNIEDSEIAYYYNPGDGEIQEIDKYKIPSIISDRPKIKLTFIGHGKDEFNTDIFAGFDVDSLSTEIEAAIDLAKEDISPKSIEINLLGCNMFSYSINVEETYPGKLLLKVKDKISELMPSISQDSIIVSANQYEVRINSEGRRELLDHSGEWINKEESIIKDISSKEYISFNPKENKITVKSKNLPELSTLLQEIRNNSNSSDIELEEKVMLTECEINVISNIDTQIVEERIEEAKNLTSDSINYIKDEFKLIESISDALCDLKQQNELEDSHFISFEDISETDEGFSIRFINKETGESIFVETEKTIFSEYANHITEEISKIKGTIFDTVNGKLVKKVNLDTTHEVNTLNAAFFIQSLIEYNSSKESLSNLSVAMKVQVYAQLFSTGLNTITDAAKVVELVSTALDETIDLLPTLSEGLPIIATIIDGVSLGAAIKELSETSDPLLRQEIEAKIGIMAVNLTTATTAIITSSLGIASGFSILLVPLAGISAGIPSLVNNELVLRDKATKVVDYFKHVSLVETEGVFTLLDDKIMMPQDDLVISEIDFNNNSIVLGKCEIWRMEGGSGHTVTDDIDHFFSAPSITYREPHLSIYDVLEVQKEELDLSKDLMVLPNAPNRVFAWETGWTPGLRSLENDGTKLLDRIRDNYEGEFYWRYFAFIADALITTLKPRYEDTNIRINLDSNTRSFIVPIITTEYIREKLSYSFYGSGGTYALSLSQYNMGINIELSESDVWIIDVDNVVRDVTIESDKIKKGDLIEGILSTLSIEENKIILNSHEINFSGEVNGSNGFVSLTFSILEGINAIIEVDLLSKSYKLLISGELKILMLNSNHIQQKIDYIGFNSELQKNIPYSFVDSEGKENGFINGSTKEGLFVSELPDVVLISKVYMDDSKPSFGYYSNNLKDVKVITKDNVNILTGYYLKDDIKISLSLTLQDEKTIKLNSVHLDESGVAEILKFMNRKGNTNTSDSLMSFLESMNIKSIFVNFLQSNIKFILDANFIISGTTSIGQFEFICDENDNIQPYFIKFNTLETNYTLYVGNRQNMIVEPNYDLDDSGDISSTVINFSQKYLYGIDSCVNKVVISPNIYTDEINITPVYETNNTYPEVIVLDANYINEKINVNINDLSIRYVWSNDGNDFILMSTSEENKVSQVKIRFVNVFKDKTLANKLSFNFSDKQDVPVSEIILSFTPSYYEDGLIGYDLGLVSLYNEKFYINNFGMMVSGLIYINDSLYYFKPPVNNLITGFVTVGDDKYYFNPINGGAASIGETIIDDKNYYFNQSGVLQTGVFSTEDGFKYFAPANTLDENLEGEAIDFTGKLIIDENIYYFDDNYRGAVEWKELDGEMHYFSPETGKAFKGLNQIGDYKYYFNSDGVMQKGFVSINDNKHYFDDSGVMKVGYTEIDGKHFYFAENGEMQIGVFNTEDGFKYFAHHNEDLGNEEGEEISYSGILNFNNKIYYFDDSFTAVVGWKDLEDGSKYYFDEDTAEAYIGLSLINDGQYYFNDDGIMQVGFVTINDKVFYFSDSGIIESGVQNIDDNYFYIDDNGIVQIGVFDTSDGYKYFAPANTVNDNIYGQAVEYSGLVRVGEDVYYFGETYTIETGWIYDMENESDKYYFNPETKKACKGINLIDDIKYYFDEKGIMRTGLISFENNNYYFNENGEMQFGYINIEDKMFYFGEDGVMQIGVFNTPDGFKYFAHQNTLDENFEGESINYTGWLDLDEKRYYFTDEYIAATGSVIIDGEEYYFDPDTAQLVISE
PrPC TRFRET: cell surface PrPC inhibition, primary TR-FRET screen; P04156; TR-FRET read-out; AID 720596; 0.43% of 370,000 active; inhibition, % at 13.8 µM; in the data active = inhibition above about 24%; note: 0% = median of the test wells and 100% = reference compound wells
BoNT-A LC inh2: BoNT A light chain protease inhibition; 0.17% of 360,000 active; inhibition, % at 10 µM; AID 588499; multiplex microsphere protease substrate cleavage, flow cytometry; note: plate controls were buffer without enzyme for full effect and enzyme alone for no effect
FadD28 FP inh: M. tuberculosis FadD28 bisubstrate binding inhibition. 0.22% of 360,000 active. AID 588549. inhibition, % at 12.5 µM. FadD28 bisubstrate probe binding, fluorescence polarization; in the data active = inhibition above about 8.5%, passing the limit was not always enough; inconclusive = no clear call, values can overlap the other calls
PfHsp40 yeast: rescue of PfHsp40-mediated yeast toxicity; 0.68% of 340,000 active; growth rescue, % at 12.5 µM; S. cerevisiae expressing PfHsp40, growth rescue, ATP luminescence; in the data active = growth rescue above about 28%, passing the limit was not always enough; inconclusive = no clear call, values can overlap the other calls;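 note: yeast W303a lacking pdr1 and pdr3 grown in galactose medium; growth measured after three days at 30 °C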
* marks the source's active call; other numbers are inactive results; ? = inconclusive; / = not tested or not shown. Cut-off read from the data, not from the text of the source, unless noted: active = inhibition above about 30%; inconclusive = no clear call, values can overlap the other calls; inactive = below that.

SMILES	Anthrax LF inh2	Y pestis TopoI	BoNT-F LC inh	CCHF vOTU inh	TcdB inh	PrPC TRFRET	BoNT-A LC inh2	FadD28 FP inh	PfHsp40 yeast
Cc1noc(C)c1NC(=O)Nc1ccc2c(c1)C(=O)N([C@H](C)CO)C[C@H](C)[C@@H](CN(C)S(=O)(=O)c1cccs1)O2	-6.0	8.5	-7.7	-18.6	0.5	6.4	-0.2	-4.1	1.2
COC(=O)c1ccccc1OC(=O)c1cccnc1	-0.3	5.4	-0.4	1.8	1.7	-0.1	-0.1	-2.3	-0.9
O=C(CSc1nnc(-c2ccccc2)c2ccccc12)NCC1CCCO1 (stereo not given)	0.8	14.8	-4.5	/	/	/	3.1	-5.2	2.0
O=C(CN1C(=O)/C(=C/c2ccccc2F)Sc2ccccc21)NCCCN1CCOCC1	-1.5	20.8	-3.5	-1.2	-1.1	3.8	-2.5	-1.6	1.0
CSCCC1Nc2ccc(S(=O)(=O)N3CCOCC3)cc2NC1=O (stereo not given)	-1.8	8.1	-6.3	3.3	0.3	-5.3	0.3	-4.3	0.4
Cc1cccc(N2CCN(c3ccc(NC(=O)/C=C\C(=O)O)cc3)CC2)c1	-7.6	6.9	-13.3	10.8	0.5	-5.3	-0.2	0.3	0.8
NC(=O)C1CCN(C(=O)COc2ccc3ccccc3c2Br)CC1	-6.2	11.9	19.3	-5.3	-0.1	-8.8	0.3	-0.6	-1.0
CCOC(OCC)c1cc2ccccc2cn1	1.7	10.0	8.0	-6.1	-0.1	-2.1	0.4	-2.5	-0.2
COc1ccc(Nc2ccc([N+](=O)[O-])cc2[N+](=O)[O-])cc1	-1.0	-3.8	-6.3	-4.9	/	-11.8	-0.7	-0.5	0.6
Cc1ccccc1NS(=O)(=O)c1cc(C(=O)NCc2ccco2)ccc1C	3.5	0.5	10.3	9.1	/	10.7	0.0	-0.5	0.4
COc1ccccc1NCc1nnc(-c2ccccc2)o1	2.2	2.7	19.1	-12.7	0.9	-2.5	0.8	-0.5	-1.1
CC(C)C(=O)Nc1ccc(C(=O)Nc2nnc(C(C)C)s2)cc1	-2.8	-0.2	-2.1	10.3	1.8	5.6	0.1	-4.9	1.7
CNC(=O)CN(C1CCCCC1)S(=O)(=O)c1ccc(F)cc1	2.4	4.6	2.0	-2.1	/	-6.0	0.0	-2.9	-1.1
Cc1ccc(N2C(=O)N3[C@H](c4ccc(F)cc4)[C@@H]4C(=O)N(C5CCCCC5)C(=O)[C@@H]4[C@]3(Cc3ccccc3)C2=O)cc1	-3.8	5.6	3.1	-5.6	0.2	5.6	-0.8	-1.5	1.7
CC(=O)c1ccc(Oc2nc(-c3cccnc3)nc3ccccc23)cc1	2.3	3.2	-6.6	11.7	1.2	-2.7	0.5	-3.8	0.6
OCCCn1c(C2CCCN2c2nc(-c3ccc(F)cc3)cs2)nc2cc(Cl)c(N3CCCCC3)cc21 (stereo not given)	0.4	7.2	6.0	7.4	0.6	-0.4	-0.3	0.9	-0.7
Cc1ccc(C(C(=O)NC2CCCC2)N(Cc2ccco2)C(=O)CCC(=O)Nc2cc(C)on2)cc1 (stereo not given)	-0.7	30.7	-1.6	10.1	/	3.5	-0.4	0.0	0.0
CCCC(=O)Nc1nc(-c2ccc(Cl)s2)cs1	-5.9	-5.2	-1.4	11.1	2.6	2.0	-0.9	-4.5	-1.2
C=CCn1c(-c2c(C)nc3cc(C)ccn23)n[nH]c1=S	0.1	4.3	0.0	5.6	0.6	7.2	0.2	-1.1	-0.2
O=C(NCC(=O)N(c1ccccc1F)C(C(=O)NC1CCCC1)c1ccncc1)c1ccco1 (stereo not given)	-0.7	-1.0	-1.9	-7.7	-0.7	-3.0	-0.9	-5.7	-1.8
COc1cccc(CN2CC(C(=O)NCC3CCOCC3)CCC2=O)c1 (stereo not given)	-2.2	-2.0	-8.1	-4.3	-1.2	5.5	-0.7	-0.9	-0.7
COc1cc2cnc(CCCC#N)cc2cc1OC	13.0	-7.3	0.5	17.4	-13.5	7.7	0.2	-1.0	0.8
Cc1cc(C)n(CCC(=O)Nc2cccc(F)c2)n1	-3.0	3.4	-3.0	-12.2	1.0	-2.0	0.0	0.2	0.0
CC(=O)Nc1ccc(C(=O)CN2C(=O)NC3(CCCc4ccccc43)C2=O)c(F)c1 (stereo not given)	2.4	-5.1	0.1	0.4	-0.2	-0.4	-0.3	-4.0	1.1
Cc1ccc(CC2CC(=O)N(CCc3ccccc3)C2=O)cc1 (stereo not given)	-1.4	17.8	-6.9	-7.2	1.8	-0.5	0.1	0.0	-0.4
CCN1C[C@]2(COC)CC[C@H](OC)[C@@]34C1[C@]1(OCO[C@@]15C[C@H](OC)[C@H]1C[C@@H]3[C@@H]5[C@H]1OC)[C@@H](O)[C@H]24	1.3	-0.6	-8.4	-3.2	1.1	-0.9	1.2	0.4	0.0
Cc1cc(N2CCN(C)CC2)nc(-c2ccccc2O)n1	6.6	-3.2	1.5	1.9	1.8	11.9	-0.1	-2.4	-0.6
COc1ccc(C(=O)Nc2cccc(C(C)=O)c2)c(OC)c1OC	-6.1	5.3	-4.6	6.2	0.7	-1.9	0.0	-2.7	-1.1
O=C(CNC(=S)N(Cc1ccc(F)cc1)C1CCCCC1)NCC1CCCO1 (stereo not given)	-5.2	-3.0	-3.8	-10.8	0.4	-1.3	-0.1	0.5	-1.9
CC(C)(C)P(=O)(c1ccncc1)N1CCCC1 (stereo not given)	-1.3	-3.8	-4.5	-9.0	-0.5	-8.7	0.2	0.3	-0.6

One compound at a time, from the list above:
`COc1cc2cnc(CCCC#N)cc2cc1OC` as listed: Anthrax LF inh2: 13.0; Y pestis TopoI: -7.3; BoNT-F LC inh: 0.5; CCHF vOTU inh: 17.4; TcdB inh: -13.5; PrPC TRFRET: 7.7; BoNT-A LC inh2: 0.2; FadD28 FP inh: -1.0; PfHsp40 yeast: 0.8
`CNC(=O)CN(C1CCCCC1)S(=O)(=O)c1ccc(F)cc1` as listed: Anthrax LF inh2: 2.4; Y pestis TopoI: 4.6; BoNT-F LC inh: 2.0; CCHF vOTU inh: -2.1; TcdB inh: /; PrPC TRFRET: -6.0; BoNT-A LC inh2: 0.0; FadD28 FP inh: -2.9; PfHsp40 yeast: -1.1

Returning to the listing, repeating the 3 entries before the break.
SMILES	Anthrax LF inh2	Y pestis TopoI	BoNT-F LC inh	CCHF vOTU inh	TcdB inh	PrPC TRFRET	BoNT-A LC inh2	FadD28 FP inh	PfHsp40 yeast
COc1ccc(C(=O)Nc2cccc(C(C)=O)c2)c(OC)c1OC	-6.1	5.3	-4.6	6.2	0.7	-1.9	0.0	-2.7	-1.1
O=C(CNC(=S)N(Cc1ccc(F)cc1)C1CCCCC1)NCC1CCCO1 (stereo not given)	-5.2	-3.0	-3.8	-10.8	0.4	-1.3	-0.1	0.5	-1.9
CC(C)(C)P(=O)(c1ccncc1)N1CCCC1 (stereo not given)	-1.3	-3.8	-4.5	-9.0	-0.5	-8.7	0.2	0.3	-0.6
CC(C)=NNC1=NC(C)(C)Cc2ccccc21	-6.1	15.0	?	-8.1	0.3	2.2	-5.2	0.0	-1.7
COc1ccc(N(Cc2cc3ccccc3[nH]c2=O)S(=O)(=O)c2ccc(OC)cc2)cc1	-1.7	20.1	-3.3	4.9	1.4	5.1	-0.4	-3.3	0.5
COc1cccc(N(C(=O)Cn2nnc3ccccc32)C(C(=O)NCc2ccco2)c2cccnc2)c1 (stereo not given)	-4.5	4.9	6.8	12.4	/	5.0	0.6	-2.2	0.1
CCOc1ccccc1N(CC(=O)Nc1cccnc1)S(C)(=O)=O	-3.5	-6.1	1.8	3.4	/	1.0	0.1	-3.4	-1.3
COCCN(C(=O)c1cc(Cl)nc2ccccc12)c1c(N)n(Cc2ccccc2)c(=O)[nH]c1=O	-11.5	-2.1	0.3	-0.7	2.0	-3.1	-0.2	-6.0	-0.2
CC(c1ccccc1)n1c(Br)nc2c1c(=O)[nH]c(=O)n2C (stereo not given)	3.2	3.6	8.1	-8.3	0.3	-7.2	1.8	-4.5	-1.0
Cc1cccc(C)c1NC(=O)C(C)Sc1n[nH]c(-c2ccncc2)n1 (stereo not given)	1.5	4.5	6.2	7.1	0.4	-1.1	1.2	-4.5	0.7
Cc1cc(-c2nnc(SCC(=O)Nc3cccc(F)c3)n2N)n[nH]1	-1.7	1.5	-1.6	-8.5	0.9	2.3	1.0	-4.4	0.5
Cc1cc(C(=O)CN2C(=O)NC(CCS(C)(=O)=O)C2=O)c(C)n1C1CC1 (stereo not given)	?	2.7	/	11.2	-0.2	3.9	?	-3.3	-0.5
Cc1cc(NC(=O)c2cccc([N+](=O)[O-])c2)n(-c2ccccc2)n1	-0.1	1.7	-4.3	5.5	/	-22.6	-0.2	1.1	0.5
COC(=O)c1cc(NC(=O)/C=C/c2ccc3c(c2)OCO3)cc(C(=O)OC)c1	-17.8	0.8	2.5	14.0	/	15.4	0.7	-1.3	-1.2
O=C(CSc1nc(C(F)(F)F)cc(=O)[nH]1)N1CCOCC1	/	-4.8	/	-4.0	4.5	4.8	/	-0.2	-0.2
COC(=O)c1ccc(NC(=O)Cc2ccccc2)cc1	11.5	-4.0	-2.8	-0.8	/	4.1	-0.3	-0.5	-1.9
O=C(Nc1ccccc1C(=O)Nc1ccccn1)c1cccc([N+](=O)[O-])c1	-17.6	-1.4	?	15.5	0.4	-3.2	-2.9	-2.0	-0.1
CCOC(=O)CSc1nnc2c3ccccc3n(CC)c2n1	9.1	8.8	?	-3.1	1.1	-4.3	-2.2	1.4	0.3

Six structures out of the list, sorted by formula weight, smallest number first.
SMILES	Anthrax LF inh2	Y pestis TopoI	BoNT-F LC inh	CCHF vOTU inh	TcdB inh	PrPC TRFRET	BoNT-A LC inh2	FadD28 FP inh	PfHsp40 yeast
CC(C)=NNC1=NC(C)(C)Cc2ccccc21	-6.1	15.0	?	-8.1	0.3	2.2	-5.2	0.0	-1.7
CCOC(=O)CSc1nnc2c3ccccc3n(CC)c2n1	9.1	8.8	?	-3.1	1.1	-4.3	-2.2	1.4	0.3
Cc1cc(-c2nnc(SCC(=O)Nc3cccc(F)c3)n2N)n[nH]1	-1.7	1.5	-1.6	-8.5	0.9	2.3	1.0	-4.4	0.5
CCOc1ccccc1N(CC(=O)Nc1cccnc1)S(C)(=O)=O	-3.5	-6.1	1.8	3.4	/	1.0	0.1	-3.4	-1.3
O=C(Nc1ccccc1C(=O)Nc1ccccn1)c1cccc([N+](=O)[O-])c1	-17.6	-1.4	?	15.5	0.4	-3.2	-2.9	-2.0	-0.1
COc1cccc(N(C(=O)Cn2nnc3ccccc32)C(C(=O)NCc2ccco2)c2cccnc2)c1 (stereo not given)	-4.5	4.9	6.8	12.4	/	5.0	0.6	-2.2	0.1

The list continues.
SMILES	Anthrax LF inh2	Y pestis TopoI	BoNT-F LC inh	CCHF vOTU inh	TcdB inh	PrPC TRFRET	BoNT-A LC inh2	FadD28 FP inh	PfHsp40 yeast
Cc1cccc(N2CCN(C(=O)CSc3nc4ccccc4nc3N3CC(C)OC(C)C3)CC2)c1C (stereo not given)	2.6	20.1	-2.4	5.0	0.0	3.8	1.4	-2.3	-0.4
Cc1cccc(N2CCN(C(=S)c3ccc(-c4ccccc4[N+](=O)[O-])o3)CC2)c1	-2.4	8.1	-15.1	7.5	/	-8.1	2.5	-0.8	0.2
CCCC[C@@H]1CNC(=S)N1CCCc1cc(OC)c(OC)c(OC)c1	2.9	10.8	-1.1	-0.9	1.6	-3.7	0.4	-4.2	-0.1
O=C(O)CCCNc1c(C(=O)Nc2ccc(Cl)cc2)cc([N+](=O)[O-])cc1[N+](=O)[O-]	-1.0	-3.2	3.0	5.2	/	-27.7	-0.7	-0.3	-0.1
CC(C)c1ccc(C(=O)N2CCCCC2c2cc(C(=O)NCc3cccnc3)no2)cc1 (stereo not given)	-9.1	28.0	-14.8	4.4	0.8	-6.0	-1.1	-1.3	/
Cc1ccccc1OCC(=O)Nc1ccc2c(c1)n(C)c(=O)n2C	0.4	8.0	-5.5	14.9	-0.8	-1.4	-0.2	-1.5	0.0
Cc1ccc(CN2CCN(/N=C/c3ccc(C(F)(F)F)cc3)CC2)cc1	-2.7	32.0	-8.1	2.2	/	3.9	-0.9	-3.0	-0.1
C=CCn1c(SCC(=O)NC)nc2sc3c(c2c1=O)CCC3	-5.9	3.9	-4.1	-6.1	/	-2.4	-1.3	0.8	-1.1
O=C(NNS(=O)(=O)c1ccccc1)C1CCN(S(=O)(=O)c2ccc(Cl)cc2)CC1	-4.9	8.5	11.9	-10.5	/	4.8	1.3	-4.0	0.4
